Compound activity (PubChem BioAssay)
LmPK inh: inhibitors of Leishmania mexicana pyruvate kinase | purified LmPK, Kinase-Glo ATP luminescence, 1 h | AID 1721 | Q27686 | Potency, µM (series often up to 57.5 µM), inactives show at the highest dose activity change, negative = inhibition, most hits filed as inhibitors | 290,000 tested, 0.37% active; also: potency is read from the fitted curve at half-maximal effect
Target sequence (Q27686 whole entry, looked up): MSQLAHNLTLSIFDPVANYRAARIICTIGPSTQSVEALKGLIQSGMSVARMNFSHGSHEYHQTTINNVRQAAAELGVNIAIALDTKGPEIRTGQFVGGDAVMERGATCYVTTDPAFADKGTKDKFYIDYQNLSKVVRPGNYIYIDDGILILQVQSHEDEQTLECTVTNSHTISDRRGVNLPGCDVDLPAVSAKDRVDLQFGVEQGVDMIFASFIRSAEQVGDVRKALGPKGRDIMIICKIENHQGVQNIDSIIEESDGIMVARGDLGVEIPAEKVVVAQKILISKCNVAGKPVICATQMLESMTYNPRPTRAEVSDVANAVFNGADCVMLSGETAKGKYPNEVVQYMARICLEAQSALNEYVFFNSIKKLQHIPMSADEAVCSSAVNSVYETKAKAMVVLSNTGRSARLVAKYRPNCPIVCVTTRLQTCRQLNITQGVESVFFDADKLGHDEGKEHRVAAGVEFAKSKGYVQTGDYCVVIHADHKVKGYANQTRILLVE
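Screened at intermediate enzyme activity to detect both inhibitors and activators: LmPK at 0.1 nM, with a 0.5 nM enzyme column as activation reference. PEP 0.5 mM, ADP 0.1 mM; ATP detected by luminescence after 1 h.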
HCV inhibitor: blocks hepatitis C virus; Huh7.5.1 HCVcc-Cre infection, luciferase reporter, 44 h; Potency, µM (highest dose often 41.8 µM), for inactives: top-dose activity change, negative = inhibition, usual class: inhibitors; 340,000 tested, 3.4% active; also: potency is read from the fitted curve at half-maximal effect
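Compounds are dispensed onto cells plated 4 h earlier at 1,000 per well, with HCVcc-Cre virus (about 0.5 moi) added next. Following 44 h of culture, luminescent signal is measured for 15 sec after 15 min with substrate at room temperature.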
AMA1 RON2 block: AMA1-RON2 (P. falciparum) interaction inhibition. AlphaScreen AMA1-biotinylated RON2 peptide binding. Potency, µM (titrated, usually from 58.2 µM), for inactives: top-dose activity change, negative = inhibition, actives largely listed as inhibitors. 360,000 tested, 0.2% active;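 also: potency is read from the fitted curve at half-maximal effect; 0% = vehicle wells and -100% = peptide control; nearly all actives have a fitted effect of over 45% in size; some results filed as inactive show a strong effect at the top dose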
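AMA1 (3D7) with his tag at 25 nM final met compounds first, then biotinylated RON2 peptide at 25 nM; detection used donor plus acceptor beads, 10 µg/mL apiece, read by AlphaScreen after 30 min at room temperature.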
AmpC inh detg: AmpC beta-lactamase inhibition with detergent present | P00811 | AmpC hydrolysis of nitrocefin, absorbance 480 nm, 0.01% Triton | Potency, µM (series often up to 114 µM), inactives show top-dose activity change, negative = inhibition, actives largely listed as inhibitors | 370,000 tested, 0.041% active;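 also: potency is read from the fitted curve at half-maximal effect; 0% = no-compound wells and -100% = no-enzyme wells; nearly all actives have a fitted effect of over 25% in size; some results filed as inactive show a strong effect at the top dose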
Target sequence (P00811 whole entry, looked up): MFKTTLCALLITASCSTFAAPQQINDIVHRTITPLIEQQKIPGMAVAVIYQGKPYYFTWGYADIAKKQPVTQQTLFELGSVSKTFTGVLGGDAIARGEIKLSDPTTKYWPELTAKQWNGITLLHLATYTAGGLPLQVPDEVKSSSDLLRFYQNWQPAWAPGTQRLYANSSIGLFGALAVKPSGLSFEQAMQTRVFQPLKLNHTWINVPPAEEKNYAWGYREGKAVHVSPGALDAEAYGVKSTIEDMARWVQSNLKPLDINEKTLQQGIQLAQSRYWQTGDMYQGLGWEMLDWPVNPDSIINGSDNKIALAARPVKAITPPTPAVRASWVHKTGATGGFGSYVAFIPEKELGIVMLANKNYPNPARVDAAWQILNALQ
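20 mM phosphate pH 7.0 + 0.01% (detergent screen) or 0.0001% Triton X-100; 5.3 nM AmpC reagent; cpd preinc 15 min RT; nitrocefin (800 uM stock) to start; A480 q20 s × 4 min; Activity was normalised to no-enzyme and no-compound control wells.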
Tb PYK inh: T. brucei pyruvate kinase inhibition; Potency, µM (top dose mostly 76.8 µM), inactives show at the highest dose activity, negative = inhibition, usual class: inhibitors; TbPYK enzyme, Kinase-Glo Plus ATP luminescence, 45 min; AID 624173; Q57TT1; 410,000 tested, 0.12% active; also: potency is read from the fitted curve at half-maximal effect; nearly all actives have a fitted effect of over 50% in size
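Enzyme and substrate buffer are dispensed first and compound is pin-transferred. ADP at 130 uM final then starts the reaction, which runs 45 min at room temperature. Detection reagent is added for 10 min before luminescence is imaged.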
AmpC inh no detg: inhibitors of E. coli AmpC beta-lactamase without detergent. P00811. AmpC nitrocefin hydrolysis, absorbance 480 nm, 0.0001% Triton. Potency, µM (doses to about 57.1 µM), for inactives: at the top dose activity change, negative = inhibition, most hits filed as inhibitors. 330,000 tested, 0.52% active. AID 485341;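 also: potency is read from the fitted curve at half-maximal effect; plate controls were no compound for no effect and no enzyme for full effect; nearly all actives have a fitted effect of over 20% in size; some results filed as inactive show a strong effect at the top dose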
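AmpC (5.3 nM in the dispensed reagent) in 20 mM phosphate pH 7.0 with 0.01% (detergent screen) or 0.0001% Triton X-100 was preincubated with compounds for 15 min at room temperature. Nitrocefin was then added from an 800 uM solution, and hydrolysis was followed at 480 nm.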
HCMV inh: human cytomegalovirus inhibition. HFF cells, HCMV-luciferase reporter, 72 h; hits give low values. activity change, negative = inhibition, % at 57.5 µM. 410,000 tested, 4.5% active; in the data active = activity change below about -60%; inconclusive = no clear call, values can overlap the other calls; inactive = above about -39%
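HFF cells seeded 16 h at 37C, treated with compounds, infected with luciferase-reporter HCMV at MOI 1 PFU/cell; luciferase read at 72 h post infection, normalized to buffer-only and Salinomycin controls.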
An asterisk follows results filed as active; ? = inconclusive; . = not tested or not shown; [ ] = remark or other dose. Unless noted, calls follow the shape of the dose curve; as a rule, active = well fitted curve in the direction sought with a large enough effect; inconclusive = small, poorly fitted or top-dose-only effect, or another doubt; inactive = no such curve, though single readings can be large; an effect the other way counts as inactive or inconclusive. Unless noted, % is scaled to controls: 0 for no effect and ±100 for the full control effect.

Values in the order – LmPK inh	HCV inhibitor	AMA1 RON2 block	AmpC inh detg	Tb PYK inh	AmpC inh no detg	HCMV inh
> CC12CCC(C(=O)N3CCN(Cc4ccccc4)CC3)(OC1=O)C2(C)C (stereo not drawn)
    0%	-3%	-4%	-14%	1%	-2%	30
> Cn1cccc1Cc1nnc(SCC(=O)N2CCCCCC2)n1CCc1ccccc1
    -1%	-1%	-6%	-17%	-1%	99%[activator]	-6
> Cc1cc(C)c2nc(NC(=O)c3ccco3)sc2c1
    4%	?	0%	0%	7%	-12%	81
> Cc1ccc(Oc2ccc(NC(=O)CSc3n[nH]c(N)n3)cc2)cc1
    -1%	?	-1%	-1%	-5%	-30%	1
> C=CCOc1ccc(Br)cc1CNC(C)(C)CO
    4%	16%	-3%	4%	3%	-3%	9
> COc1ccc(C(C)=O)cc1CC(=O)Nc1ccc2c(c1)CCC2
    0%	?	-9%	-5%	-2%	-11%	28
> CN1CCN(C2=Cc3ccc(Cl)cc3Sc3ccc(F)cc32)CC1
    -3%	?	-9%	-6%	3%	159%[activator]	22
> O=C(CN1C(=O)NC2(CCCC2)C1=O)NC(c1ccccc1)c1ccccc1
    .	-4%	-2%	.	3%	-34%	-13
> COc1ccc(Cl)cc1NC(=O)CCN1C(=O)NC(C)(C)C1=O
    .	-20%	1%	0%	-9%	-15%	-38
> CCOC(=O)c1sc2nc(SC)nc(-c3ccccc3)c2c1N
    0%	-1%	6%	-18%	-2%	-8%	-8
> CCSc1nnc(NC(=O)[C@@H](NC(=O)c2cccc(C)c2)C(C)C)s1
    3%	7%	13%	4%	1%	-24%	?
> CC[C@@]1(C(=O)OC)N[C@H](CN(C)C(=O)c2ccccc2)[C@@H]2C(=O)N(Cc3ccccc3)C(=O)[C@@H]21
    .	-2%	-1%	.	1%	30%	19
> Cc1nc2ccc([N+](=O)[O-])cc2c(=O)n1Cc1ccc(Cl)cc1
    -6%	?	3%	?	1%	-6%	40
> O=C(O)C1CCCN(CCC=C(c2ccccc2)c2ccccc2)C1 (stereo not drawn)
    .	21%	5%	.	-6%	.	?
> CCC(=O)Nc1c2c(nn1-c1ccc(C)cc1)CS(=O)(=O)C2
    -5%	10%	1%	-12%	-7%	-11%	.
> COc1cccc(CNC(=O)[C@@H]2CCCN2C(=O)[C@H]2CCCCN2C(=O)c2cccc(Cl)c2)c1
    .	.	0%	.	-5%	.	-5
> O=c1[nH]c2cc([N+](=O)[O-])ccc2c2cc(Br)ccc12
    .	.	11%	.	5%	.	3
> O=C(c1ccc(F)cc1)c1c[nH]c(C(=O)NCc2cccnc2)c1
    -1%	?	12%	?	2%	-15%	?
> COc1ccc(/C=C(/C(=O)Nc2ccccc2C(=O)NC(C)C)c2ccccc2)cc1
    4%	?	-23%	-7%	-4%	30%	-9
> Fc1ccccc1/C=C1\CCCC2=C1Nc1ncnn1C2c1ccccc1F (stereo not drawn)
    2%	.	.	-2%	.	0%	.
> CCN(Cc1ccccc1)C(=O)CCCOc1ccccc1
    1%	-12%	14%	-7%	4%	29%	41
> O=c1cc(-c2ccc(C(F)(F)F)cc2)oc2ccccc12
    .	6%	-19%	.	0%	-3%	-14
> CC1CCc2c(sc3ncnc(SC(C)C(=O)NCC4CCCO4)c23)C1 (stereo not drawn)
    .	11%	10%	?	-2%	151%[activator]	-3
> CN(C)c1ccc(C(=S)N2CCCCC2)cc1
    -9%	11%	-5%	3%	-2%	-15%	17
> CCCCCSc1nnc2c(n1)OC(c1cccn1C)N(C(C)=O)c1ccccc1-2 (stereo not drawn)
    3%	?	-21%	1%	0%	2%	35
> Cc1ccc(C2(c3noc(CN4C[C@@H](C)O[C@@H](C)C4)n3)CCCC2)cc1
    10%	-13%	5%	-1%	-2%	128%[activator]	0
> CC(=O)C1=C(C)NC2=C(C(=O)c3ccccc32)C1c1ccccc1 (stereo not drawn)
    -6%	-12%	5%	4%	-10%	-23%	-23
> CCOC(=O)C1CCCN(C(=O)c2sc3nc4n(c(=O)c3c2C)CCC4)C1 (stereo not drawn)
    .	2%	-4%	-1%	3%	-14%	1
> N#C/C(=N\O)c1nc2ccccc2[nH]1
    -3%	29%	24%	-10%	-10%	-5%	33
> CCc1c(C)c(C#N)c2nc3ccccc3n2c1NCc1ccccn1
    0%	4%	-3%	-15%	1%	-12%	-6

The listing continues:
Values in the order – LmPK inh	HCV inhibitor	AMA1 RON2 block	AmpC inh detg	Tb PYK inh	AmpC inh no detg	HCMV inh
> COc1ccc(NC(=O)c2ccc(CN(c3cc(Cl)ccc3C)S(=O)(=O)c3ccccc3)cc2)cc1OC
    4%	5%	-9%	1%	-2%	-32%	-18
> COc1ccc(CN(CCC(c2ccc3c(c2)OCO3)c2ccccc2OC)C(C)=O)cc1 (stereo not drawn)
    .	.	.	-5%	-5%	.	-10
> COc1ccc(-n2c(SCC(=O)c3ccccc3)nc3c([nH]c4ccccc43)c2=O)cc1
    .	.	.	7%	-1%	.	14
> COc1ccc(OC)c(Nc2nc3ccccc3n3c(C)nnc23)c1
    .	.	.	14%	-1%	.	0
> COc1ccc(N(C(=O)COc2ccccc2OC)S(=O)(=O)c2ccc(Cl)cc2)cc1
    .	.	.	5%	3%	.	16
> Cc1ccc(-n2c(SCC(=O)NCc3ccco3)nc3sc(C)c(C)c3c2=O)cc1
    4%	?	3%	3%	-3%	-13%	4
> O=C(Nc1ccccc1N1CCOCC1)c1ccc2c(c1)OCCO2
    -7%	-16%	-10%	2%	1%	16%	-37
> NC(=O)c1ccccc1NC(=O)c1ccoc1
    -13%	-5%	-8%	-3%	-3%	-6%	70
> CC(Sc1nc2ncc(Cl)cc2[nH]1)C(=O)Nc1ccc(C(N)=O)cc1 (stereo not drawn)
    .	-14%	17%	-7%	0%	-22%	-6
> COc1ccc(C(CNC(=O)CNC(=O)c2ccccc2)N2CCCC2)cc1 (stereo not drawn)
    .	4%	-2%	-4%	0%	-32%	0
> Cc1ccc(Cn2cc(CCC(=O)NC3CCCCC3)c3ccccc32)cc1
    .	.	.	17%	-1%	.	?
> COc1ccccc1/C=C1\SC(=O)N(CCC(=O)NCCCn2ccnc2)C1=O
    -9%	5%	8%	-2%	0%	49%	-24
> S=c1[nH]nc(-c2cc3ccccc3o2)n1Cc1ccccc1
    ?	1%	12%	?	?	-29%	3
> CC1CN(CCCCOc2ccc3ccccc3c2)CC(C)O1 (stereo not drawn)
    -3%	4%	-5%	-1%	-10%	109%[activator]	-35
> O=C(O)c1ccc(N=NN2CCOCC2)cc1
    -9%	6%	8%	-11%	-8%	-35%	2
> O=C(c1ccc(CSc2ccccc2)cc1)N1CCCCCC1
    -11%	25%	-1%	-9%	2%	24%	-30
> CCOC(=O)N1CCN(CC(O)COc2ccc(C(C)C)c(C)c2)CC1 (stereo not drawn)
    -2%	-2%	27%	-1%	2%	147%[activator]	-26
> Nc1nnc(SCCOc2ccccc2)s1
    -1%	-7%	2%	-3%	-14%	-21%	27
> CCN(CCCCN1C(=O)c2ccccc2C1=O)c1ccc2c(c1)C(=O)N(C)C2=O
    9%	?	8%	?	4%	-16%	-36
> N/C(=C\C(=O)c1cc(Cl)ccc1O)C(Cl)(Cl)Cl
    0%	?	-1%	7%	-1%	-35%	0
> COc1ccc(-n2cc(-c3ccccc3)nc2SC)cc1
    0%	?	-1%	-9%	-10%	-55%	25
> COc1ccc(N(CC(=O)Nc2ccccc2C)S(=O)(=O)c2c(C)[nH]c(=O)[nH]c2=O)cc1
    2%	9%	-3%	5%	-1%	-19%	-31
> CS(=O)(=O)N(CC(=O)N1CCN(c2ccccc2F)CC1)c1cc(C(F)(F)F)ccc1Cl
    13%	?	3%	-5%	-4%	80%[activator]	.
> O=C(/C=C/c1ccc(S(=O)(=O)N2CCOCC2)cc1)NC(CO)C(O)c1ccc([N+](=O)[O-])cc1 (stereo not drawn)
    .	17%	1%	.	4%	-16%	4
> Cc1cc(C)cc(Oc2coc3cc(OC(=O)c4cccnc4)ccc3c2=O)c1
    -1%	-6%	-3%	-12%	2%	-25%	10
> CC1(CC(=O)O)SC(=O)NC1=O (stereo not drawn)
    -5%	-15%	9%	-10%	1%	-16%	-16
> COc1ccc(N2CC3=C(C2=O)C(c2ccc(Br)cc2)NC(=O)N3C)cc1 (stereo not drawn)
    .	.	.	-1%	-5%	.	-99*
> Cc1ccc2c(c1)-c1cc(C)nn1C(c1sccc1C)N2 (stereo not drawn)
    0%	4µM*	126%[activator]	?	0%	-13%	?
> CCOC(=O)c1ccc(N2C(=O)c3n[nH]c(C)c3C2c2ccc(C(C)(C)C)cc2)cc1 (stereo not drawn)
    .	.	.	3%	-8%	.	11
> O=C(N/N=C/c1cc2c(cc1Br)OCO2)c1ccccn1
    ?	-8%	64%[activator]	-10%	-6%	-22%	-20

4 entries drawn at random from the list so far:
Values in the order – LmPK inh	HCV inhibitor	AMA1 RON2 block	AmpC inh detg	Tb PYK inh	AmpC inh no detg	HCMV inh
> COc1ccc(N(CC(=O)Nc2ccccc2C)S(=O)(=O)c2c(C)[nH]c(=O)[nH]c2=O)cc1
    2%	9%	-3%	5%	-1%	-19%	-31
> O=C(Nc1ccccc1N1CCOCC1)c1ccc2c(c1)OCCO2
    -7%	-16%	-10%	2%	1%	16%	-37
> Cc1cc(C)cc(Oc2coc3cc(OC(=O)c4cccnc4)ccc3c2=O)c1
    -1%	-6%	-3%	-12%	2%	-25%	10
> O=C(c1ccc(CSc2ccccc2)cc1)N1CCCCCC1
    -11%	25%	-1%	-9%	2%	24%	-30

Further entries:
Values in the order – LmPK inh	HCV inhibitor	AMA1 RON2 block	AmpC inh detg	Tb PYK inh	AmpC inh no detg	HCMV inh
> CCCC(=O)N1CCN(C2=NS(=O)(=O)c3ccccc32)CC1
    0%	-23%	-4%	-4%	6%	-3%	6
> COCCNC(=S)N/N=C(\C)c1ccc(C)c([N+](=O)[O-])c1
    0%	-23%	11%	-6%	-7%	-13%	-23
> COc1ccc(NS(=O)(=O)c2cccc(N/C(=N\S(=O)(=O)c3ccccc3)c3ccc(F)cc3)c2)cc1
    5%	?	-8%	-11%	3%	9%	?
> Cc1ccc(Cl)cc1NC(=O)c1cc(NC(=O)C2CCCCC2C(=O)O)ccc1N1CCOCC1 (stereo not drawn)
    13%	2%	-5%	-5%	-23%	-1%	-5
> O=C(NC(=S)Nc1ccc(S(=O)(=O)NC2CCCCC2)cc1)c1cccs1
    9%	?	68%[activator]	10%	-3%	-21%	-37
> Cc1ccc(S(=O)(=O)N2CCCCC2)cc1NC(=O)COC(=O)c1cccn1C
    .	13µM*	-13%	.	8%	-25%	0
